HDAC3 inhib = HDAC3 deacetylase inhibitors, primary screen, biochemical, fluorescence, cell-free homogeneous. Histone deacetylase 3 (Homo sapiens), O15379. recombinant HDAC3, fluorogenic peptide/trypsin coupled. inhibition, % at 8.3 µM. hit rate 0.15% among 320,000; in the data active = inhibition above about 26%, passing the limit was not always enough; inconclusive = no clear call, values can overlap the other calls
Target sequence (O15379 whole entry, looked up): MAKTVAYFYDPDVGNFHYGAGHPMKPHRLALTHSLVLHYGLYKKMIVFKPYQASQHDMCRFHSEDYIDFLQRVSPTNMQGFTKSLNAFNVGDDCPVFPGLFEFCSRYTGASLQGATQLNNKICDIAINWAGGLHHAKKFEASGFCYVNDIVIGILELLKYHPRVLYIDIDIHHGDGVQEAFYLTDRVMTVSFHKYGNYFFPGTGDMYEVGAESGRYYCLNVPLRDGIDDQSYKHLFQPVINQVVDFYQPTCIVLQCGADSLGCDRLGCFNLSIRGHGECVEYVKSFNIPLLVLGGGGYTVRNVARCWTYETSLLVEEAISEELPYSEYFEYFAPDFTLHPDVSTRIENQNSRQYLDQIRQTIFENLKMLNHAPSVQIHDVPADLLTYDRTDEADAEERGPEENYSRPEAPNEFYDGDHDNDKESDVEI
aSyn UTR inh = MLPCN primary screen, SNCA 5' untranslated region | alpha-synuclein 5'UTR reporter, inhibitor activity | hit rate 0.82% among 300,000 | inhibition, % (tested at 7.5 µM); in the data active = inhibition above about 60%; inconclusive = no clear call, values can overlap the other calls;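 note: H4 neuroglioblastoma cells stably carrying SNCA 5'UTR luciferase fusion; 0% = DMSO wells and 100% = positive control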
HSF1 activator = HSF-1 activators, primary screen, NIH3T3-HGL cells, MG132 stress, luminescence, single point. activation, % at 9 µM. NIH3T3-HGL HSF-1 luciferase reporter, 8 h; 100% = twice DMSO control signal. hit rate 1.7% among 300,000;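 active = mean replicate activation of at least 50% with a set share of replicates each reaching 50%; inconclusive = only one of those two conditions met; inactive = mean below 50% and too few replicates reaching it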;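 note: 0% = median of the neutral control wells and 100% = twice that signal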
HSP90 refold inh = HSP90 inhibitors, primary screen, cell lysate, luminescence. AID 1789, 2009. Heat shock protein HSP 90 (rabbit reticulocyte lysate; luciferase refolding). inhibition, % at 5.6 µM. Rabbit reticulocyte lysate, luciferase refolding luminescence, 3 h. hit rate 0.91% among 290,000;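 active = inhibition above the screen-wide mean plus 3 SD, computed separately per campaign, cut at about 16% in these data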;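 note: 0% = DMSO wells and 100% = 60 µM geldanamycin wells; inhibitors lower the luminescence because luciferase stays unfolded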
HIF act = HIF pathway transcriptional activators, primary screen, cell-based, U2OS HRE-luciferase, luminescence; U2OS HRE-luciferase reporter; normalized: DMSO 0%, desferrioxamine 100%; activation, % at 7.5 µM (by protocol); hit rate 0.32% among 300,000; AID 1910, 2009;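 active = mean activation of at least 10% of the iron chelator positive control signal, with at least half of replicates also reaching 10%; inconclusive = mean and replicate majority disagree about reaching 10%; inactive = mean and most replicates under 10%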
KLF5 inh = KLF5 expression inhibitors, primary screen, DLD-1 cells, luminescence. DLD-1 KLF5 promoter-luciferase reporter. inhibition, % at 5 µM. hit rate 0.23% among 290,000. AID 1700, 2009;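 active = inhibition above a per-plate limit of that plate's mean compound inhibition plus 3 SD, cut at about 60% in these data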;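 note: 0% = DMSO wells and 100% = LY294002 at 200 µM; higher means less KLF5 promoter-driven luciferase light; inactives centre near -14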
Platelet DG rel = inhibitors of platelet dense granule secretion, primary screen, cell-based, MLPCN, human platelets | human platelet-rich plasma, SFLLRN dense granule ATP release, luminescence | inhibition, %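 (compounds screened at 7.5 µM in platelet-rich plasma)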 | hit rate 0.22% among 300,000;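 active = mean replicate score, as percent of positive control, at or above 50; inconclusive = mean below 50 but at least one replicate at or above 50; inactive = mean and every replicate below 50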
IEC-6 tox = cytotoxicity in IEC-6 intestinal epithelial cells, primary screen, cytotoxicity control for KLF5 inhibitor project, cell-based, luminescence. IEC-6 cytotoxicity, luminescence viability. inhibition, % at 5 µM. AID 1825, 2009. hit rate 0.78% among 290,000; in the data active = inhibition above about 22%;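 note: 0% = plate median of test compound wells and 100% = cytotoxic reference compound wells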
AI-2 QS modul = Vibrio harveyi AI-2 quorum sensing modulators, primary screen, JMH597 strain, luminescence/OD600 ratio. hit rate 0.4% among 300,000. Vibrio harveyi JMH597 AI-2 luminescence/OD600 ratio, 9 h; hits give low values; strain lacks LuxN and CqsS sensors; 0 = neutral-control median. activity change, % at 7.5 µM. AID 2094, 2009; in the data active = activity change below about -75%, passing the limit was not always enough; inconclusive = no clear call, values can overlap the other calls;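 note: luminescence divided by OD600 gain over 9 h not by final OD600 alone; inactives centre near 13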
HSF1 inh = HSF1 inhibitors in luciferase reporter cells, primary screen, cell-based, NIH3T3, luminescence | activity change, negative = inhibition, % at 7.5 µM (by protocol) | hit rate 0.77% among 300,000 | NIH3T3-HGL HSE-luciferase, MG132-induced, luminescence 8 h; hits give low values | AID 2098, 2009;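 active = more than half of replicate wells show activity change below -50%, luminescence cut by over half; inconclusive = some wells, but at most half, below -50%; inactive = no replicate well below -50%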;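 note: luciferase reports HSF-1 transcriptional activity via heat shock element; 0% = median of DMSO wells and -100% = zero luminescence signal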
* marks the source's active call; other numbers are inactive results; ? = inconclusive; / = not tested or not shown.

canonical_smiles,HDAC3 inhib,aSyn UTR inh,HSF1 activator,HSP90 refold inh,HIF act,KLF5 inh,Platelet DG rel,IEC-6 tox,AI-2 QS modul,HSF1 inh
CC(C(=O)Nc1ccccc1Sc1ccccc1)N(c1ccccc1)S(C)(=O)=O (stereo not drawn),2,8,17,1,-0.6,-32,1,-1,23,7
COc1cc(-c2n[nH]c(=S)n2-c2ccccc2C(F)(F)F)cc(OC)c1OC,3,-1,24,-3,-0.3,-28,8,-4,23,9
CC(C)(C)NC(=O)Cn1c(SCC(=O)NC2CC2)nc2ccccc21,10,-9,-3,3,0.6,12,-1,1,-9,-10
Cc1nc(C(=O)Nc2ccc(Cl)cc2)sc1C1(C)CC(c2cccc([N+](=O)[O-])c2)=NO1 (stereo not drawn),0,13,0,/,-0.3,/,5,/,20,-4
O=C(CCCCCn1c(=O)[nH]c2ccsc2c1=O)NCc1ccc(F)cc1,4,3,-12,12,-0.4,-35,0,5,9,-3
CC1CCN(S(=O)(=O)c2cccc(C(=O)Nc3ccccn3)c2)CC1,3,11,18,-1,-0.1,-14,-10,0,21,3
COc1ccc(C(CNC(=O)c2cc(F)c(F)c(F)c2F)N2CCOCC2)cc1 (stereo not drawn),-9,11,-4,2,1.5,-39,0,4,25,-7
Clc1cc(-c2ccc(/C=N/n3cnnc3)o2)ccc1Br,4,3,20,3,-0.3,-11,4,8,12,12
S=C(Nc1ccccc1)N1N=CCC1c1ccccc1 (stereo not drawn),-4,-153,8,2,1.3,-65,-3,2,39,13
COCCC(=O)NNS(=O)(=O)c1ccc(Cl)cc1,-9,9,13,3,1.1,-5,0,-1,21,10
CCC1CCCCN1C(=O)CSc1nnc(CNC(=O)COc2ccc(Cl)cc2)o1 (stereo not drawn),1,-19,27,6,-36,-12,-16,-2,14,11
Cc1cc2[nH]c(=O)c(=O)[nH]c2cc1S(=O)(=O)Nc1cccc(C)c1C,-1,27,16,-2,-0.4,11,-9,6,39,3
Cc1ccc(NC(=S)Nc2c(C)n(C)n(-c3ccccc3)c2=O)cc1,2,-26,-13,2,0.8,-5,2,12,-1,-4
O=C(O)c1ccc(Nc2ccc(Cl)c(Cl)c2)c([N+](=O)[O-])c1,0,27,-14,-2,0.9,-6,-4,14,36,8
Cc1ccc(S(=O)(=O)NCC(c2cccnc2)N(C)C)cc1 (stereo not drawn),-4,13,-3,-9,0.6,-19,2,-8,11,-1
CCN(CC)CCN(C(=O)c1ccc2c(c1)CCCC2)c1nc2ccc(F)cc2s1,/,-44,-14,1,1.9,-38,5,2,-4,-11
CC(=O)NCCn1c(SCC(=O)OCc2ccccc2)nc2ccccc2c1=O,3,26,-5,10,-0.5,-16,-7,-1,23,5
O=C(O)CCN1C(=O)C2C3c4ccccc4C(c4ccccc43)C2C1=O (stereo not drawn),-1,-17,-8,2,-0.1,-26,10,-2,33,-7
CCCCCCCCNc1nc(Cl)nc(NCCN2CCOCC2)n1,-1,17,6,3,-2.4,-3,-31,8,7,-3
CCOC(=O)C(NC(=O)CC)(Nc1cc(C)on1)C(F)(F)F (stereo not drawn),-1,4,-15,3,-0.2,-17,4,-2,18,3
Cc1nc2cc(NC(=O)Nc3cccc([N+](=O)[O-])c3)ccc2n1C,-4,-60,54*,6,1.7,-151,5,0,14,27
Cc1cc(-n2c(=S)sc3c(=O)n(-c4ccc(F)cc4)c(SCC(=O)O)nc32)ccc1Cl,-1,5,-13,-5,1.5,-41,-9,-6,3,-2
COc1ccc(/C=N/NC(=O)CNc2n[nH]c(=O)[nH]c2=O)cc1OC,-6,5,-3,3,-0.2,-21,-5,-3,15,0
CC(=O)Nc1cccc(-c2csc(Nc3cc(C)ccn3)n2)c1,12,-63,11,3,/,-143,19,1,-13,11
CCOC(=O)N1CCN(C(=O)CNC(=O)c2ccc(Cl)cc2)CC1,5,-21,-3,-3,-0.1,2,11,4,18,0
CCN1CCCC1CNC(=O)C(=O)NC(C)c1ccccc1 (stereo not drawn),2,21,-13,-2,-0.4,4,4,-2,10,5
CC(=O)/C(=C\N(C)C)Sc1ccc(C)cc1,-2,-23,-8,33*,0.4,-26,-5,-3,15,-4
c1csc(-c2ccc3ccccc3n2)c1,-16,-140,31,-2,4.0,-42,-23,-7,13,22
O=C(c1ccco1)N1N=C(c2ccc3nccnc3c2)CC1c1ccccc1 (stereo not drawn),6,-67,34,-1,1.6,8,3,-3,6,28
CC(=O)Nc1ccc(OCC(O)Cn2c(CO)nc3ccccc32)cc1 (stereo not drawn),7,-7,9,-2,0.1,-11,-2,0,2,-5
Cc1ccc(C2C(=O)N(C3CCC(C)CC3)CC(=O)N2C2CC2)cc1 (stereo not drawn),-2,3,35,6,-0.1,12,-2,-1,2,1
Cc1ccc(OCC(=O)N/N=C2/SCC(=O)N2Cc2ccccc2)cc1,-6,25,29,2,0.2,6,5,5,17,0
O=C(COc1cccc(Cl)c1)Nc1ccc(N2CCOCC2)cc1,-1,-12,4,-4,0.5,-35,29,-9,21,-1
Cc1ccc(NC(=O)c2nc[nH]c2C(=O)N[C@@H](C)c2ccccc2)cc1,11,46,-7,0,-0.6,-14,3,3,4,13
COc1ccc(CC(=O)c2c(O)cc(O)cc2O)cc1OC,7,-33,5,-3,-0.6,-15,1,1,-10,-6
Cc1ccc(-c2nc(CN(C)C3CCOC3)c(C)o2)s1 (stereo not drawn),-2,-26,19,-3,1.1,-44,10,-2,-10,-3
CCOC(=O)c1c(NC(=O)CN2C(=O)NC3(CCCCCC3)C2=O)sc(C)c1-c1ccc(C)cc1,9,-17,0,-1,-0.2,-4,4,-2,8,4
O=C(Cc1ccccc1)N/N=C/c1ccc([N+](=O)[O-])s1,3,16,43,5,0.0,-10,-8,7,1,26
Cn1ncc(Br)c1C(=O)NC1CCCCCCC1,/,21,13,3,-1.0,-53,5,6,11,-8
Cc1csc(NC(=O)c2cc(=O)[nH]c3ccc(S(=O)(=O)N4CCOCC4)cc23)n1,-20,1,4,2,0.2,-15,2,-3,6,-15
CC(=O)CCc1c(C)nc2ccc(C(=O)O)cc2c1Cl,-3,-4,-1,1,0.3,-20,5,-17,19,-5
CC(C)[C@H](NC(=O)[C@H](Cc1ccccc1)n1c(=O)[nH]c2ccccc2c1=O)C(=O)N[C@@H](Cc1ccccc1)C(=O)O,0,21,4,-4,-0.6,2,1,-8,16,0
CC1CC(C)CN(C(=O)C(NS(=O)(=O)c2ccc3c(c2)oc(=O)n3C)C(C)C)C1 (stereo not drawn),0,-2,8,1,/,-13,1,-3,36,13
O=C(NNc1ccccc1F)C1CCC1,-3,-9,12,-1,-0.4,-20,-7,-3,4,-5
Cc1ccc(NC(=O)CSc2ncccn2)cc1F,-4,6,1,3,0.8,5,4,-2,5,12
O=C(O)COc1c(Cl)cc(/C=C2\NC(=O)NC2=O)cc1Br,8,6,0,0,-0.2,-19,2,-3,36,-8
Cc1ccc2c(C(=O)CN3CCCCC3)c(C)[nH]c2c1,3,-34,4,0,-18,-10,2,4,16,-5
COc1ccc(CNC(=O)CSc2nnnn2Cc2ccccc2)cc1,-5,2,3,5,0.1,12,-1,13,10,-1
CC(n1cnnn1)C12CC3CC(CC(C3)C1)C2 (stereo not drawn),5,-26,25,0,-0.2,-15,-1,0,1,6
CCn1cc(Cl)c(C(=O)Nc2nc3ccccc3n2CCN2CCCCC2)n1,7,-16,10,0,0.2,-5,2,2,13,-7

Remaining list, next part:
canonical_smiles,HDAC3 inhib,aSyn UTR inh,HSF1 activator,HSP90 refold inh,HIF act,KLF5 inh,Platelet DG rel,IEC-6 tox,AI-2 QS modul,HSF1 inh
COc1ccccc1NC(=O)Cc1c(F)cccc1Cl,/,12,-23,1,0.5,-14,?,1,13,-2
CN(/N=C/C=C/c1ccccc1)C1=NS(=O)(=O)c2ccccc21,8,-2,27,-2,-0.1,25,-2,1,15,10
O=C(Cc1cccs1)Nc1ccc(-c2nc3ccccc3[nH]2)cc1,-1,-263,?,-4,2.3,-139,12,5,8,32
Fc1cccc(Nc2nc3ccccc3n3cnnc23)c1,7,32,-1,4,0.0,-13,5,13,2,-8
COCCn1c(=N)c(C(=O)NCc2ccco2)cc2c(=O)n3cc(C)ccc3nc21,-92,-5,16,-3,-0.5,-2,0,-10,8,-3
O=C(CCc1nnc2n(Cc3ccccc3Cl)c(=O)c3ccccc3n12)NCCCN1CCOCC1,2,-13,-2,0,-1.8,-73,1,-4,15,-2
COc1cc(OC)c(-c2nc3ccccc3s2)cc1OC,-149,-46,-10,-4,1.7,-12,-3,6,33,-2
COc1cc(OC)cc(C(=O)N[C@H](C(=O)NCCc2c[nH]c3ccccc23)C(C)C)c1,7,27,-3,-2,0.4,-21,-4,2,12,-2

Screening results: PubChem BioAssay, several laboratories
